D2 antagonist = D2 dopamine receptor (human) antagonism | HEK293 TREx D2 cells, calcium flux, dopamine EC80 | inhibition, % at 10 µM | 2% of 340,000 active; in the data active = inhibition above about 30%; note: 0% is about no effect
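Measurement of antagonist activity uses fluorescent calcium dye in inducible HEK293 T-REx D2 cells: 10 s baseline, compound addition with 180 s read, EC80 dopamine addition with a further 180 s read.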
TrxR1 substrate = substrates of rat thioredoxin reductase 1; purified TrxR1 substrate turnover, NADPH consumption readout; Potency, µM (titrated, usually from 114 µM), without a hit: top-dose activity change, negative = substrate turnover; 0.01% of 390,000 active; AID 588456; note: potency is the fitted concentration of half-maximal effect; % is set by controls: 0 for no effect and ±100 for the full control effect; nearly all actives have a fitted effect of over 50% in size
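Rat TrxR1, dispensed at 90 nM, was prereduced with 400 uM NADPH (final) for 5 min at ~22 deg C, then incubated with compound 15 min before 400 uM selenite. A first-read NADPH fluorescence drop versus no-compound background flagged substrates.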
USP1 inh = blocks the human USP1/UAF1 deubiquitinase complex; AID 743255; O94782; recombinant USP1/UAF1, Ub-Rhodamine cleavage fluorescence; Potency, µM (series often up to 57.1 µM), for inactives: at the top dose activity change, negative = inhibition, most hits filed as inhibitors; 0.23% of 390,000 active; note: potency is the fitted concentration of half-maximal effect; % is set by controls: 0 for no effect and ±100 for the full control effect; nearly all actives have a fitted effect of over 60% in size; inactives centre near -12
Target sequence (O94782 whole entry, looked up): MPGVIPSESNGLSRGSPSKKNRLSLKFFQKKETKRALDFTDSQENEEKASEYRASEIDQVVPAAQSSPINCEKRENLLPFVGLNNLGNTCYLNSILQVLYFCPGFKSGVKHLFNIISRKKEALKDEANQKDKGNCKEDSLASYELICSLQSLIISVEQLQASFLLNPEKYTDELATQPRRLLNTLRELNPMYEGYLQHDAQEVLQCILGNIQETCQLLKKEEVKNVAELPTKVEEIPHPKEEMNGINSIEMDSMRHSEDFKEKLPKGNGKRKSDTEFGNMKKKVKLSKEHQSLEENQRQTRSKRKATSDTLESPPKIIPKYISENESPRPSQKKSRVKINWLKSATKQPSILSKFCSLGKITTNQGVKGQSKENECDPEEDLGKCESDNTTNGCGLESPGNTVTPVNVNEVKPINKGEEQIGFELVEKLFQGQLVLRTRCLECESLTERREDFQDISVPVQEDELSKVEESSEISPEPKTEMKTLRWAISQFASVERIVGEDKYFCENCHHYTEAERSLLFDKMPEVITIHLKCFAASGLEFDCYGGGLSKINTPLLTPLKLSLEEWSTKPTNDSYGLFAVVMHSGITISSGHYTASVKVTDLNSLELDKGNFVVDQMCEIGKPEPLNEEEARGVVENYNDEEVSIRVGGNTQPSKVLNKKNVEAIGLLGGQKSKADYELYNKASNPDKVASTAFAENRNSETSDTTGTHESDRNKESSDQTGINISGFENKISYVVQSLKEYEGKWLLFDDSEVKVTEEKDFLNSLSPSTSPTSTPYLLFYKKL
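USP1/UAF1 complex (1 nM) preincubated 15 min at room temperature with compound, then Ub-Rho substrate (150 nM final) added. Kinetic fluorescence at 480/540 nm over 6 reads at 60 s intervals; 50 mM HEPES pH 7.8, 0.5 mM EDTA, 0.1 mg/ml BSA, 1 mM TCEP, 0.01% Tween-20.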
PI4K2A block = blocks human PI4K2A kinase activity; Q9BTU6; purified PI4K2A, ADP-Glo luminescence, 1 h; active compounds read low; activity change, negative = inhibition, % at 76.9 µM; 0.13% of 420,000 active; in the data active = activity change below about -50%; inconclusive = mostly about -30% to -49%;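 note: -100% = wells without enzyme as full effect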
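PI4K2A activity was measured by ADP-Glo luminescence: enzyme (4 ug/mL stock) and phosphatidylinositol (1.2 mM stock) in Tris pH 7.5/MgCl2/EGTA/Triton X-100 buffer were reacted with ATP (300 microM stock) for one hour at ambient temperature.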
TRHR agonist = activates the human TRH receptor; 0.18% of 360,000 active; P34981; activation, % at 2 µM; AID 493084; TRHR cells, calcium flux fluo-8, FDSS agonist mode; in the data active = activation above about 30%; note: 0% is about no effect
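In this calcium-flux screen, cells bearing human TRHR are dye-loaded with fluo-8, baselined for 10 cycles, then exposed to library compounds; positive kinetic calcium responses during the agonist phase mark hits, with TRH as control.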
TrxR1 inh = blocks rat thioredoxin reductase 1; O89049; recombinant rTrxR1, NADPH fluorescence consumption, selenite substrate; Potency, µM (top dose mostly 114 µM), without a hit: at the highest dose activity change, negative = inhibition, usual class: inhibitors; 1% of 390,000 active; AID 588453; note: potency is the fitted concentration of half-maximal effect; % is set by controls: 0 for no effect and ±100 for the full control effect; nearly all actives have a fitted effect of over 65% in size
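Rat TrxR1 (90 nM in the dispensed reagent) was pre-reduced with 400 uM NADPH for 5 min at room temperature, then incubated with compound for 15 min. After 400 uM selenite was added, NADPH fluorescence (Ex 340/Em 450 nm) was followed for 8 min.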
IDH1 R132H inh = human IDH1 R132H inhibition. O75874. IDH1-R132H enzyme, NADPH consumption, diaphorase/resazurin fluorescence. Potency, µM (highest dose often 76.6 µM), without a hit: top-dose activity change, negative = inhibition, hits mostly inhibitors. 0.093% of 390,000 active. AID 602179; note: potency is the fitted concentration of half-maximal effect; % is set by controls: 0 for no effect and ±100 for the full control effect; nearly all actives have a fitted effect of over 65% in size
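IDH1-R132H (0.5 ug/mL) preincubated 30 min with compound, then NADPH (0.016 mM) and alpha-KG (2 mM) added; 80 min at RT, pH 7.5. Remaining NADPH coupled via diaphorase/resazurin to fluorescence (540/590 nm); concentration-response curves normalized to no-enzyme control.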
TRHR PAM = TRH receptor (human) allosteric enhancement; P34981; TRHR cells, fluo-8 calcium fluorescence, EC20 TRH enhancement; enhancement, % at 2 µM; 0.66% of 360,000 active; AID 493056; in the data active = enhancement above about 30%; note: 0% is about no effect
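Enhancer read-out: after compound pinning and an initial kinetic agonist-mode read, an EC20 of TRH (10 nM final) was injected and fluo-8 calcium signal (Ex 480/Em 530) followed at 1 s/cycle for 100 cycles in TRHR-expressing cells.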
D2 agonist = agonists of human D2 dopamine receptor | P14416 | HEK293 T-REx D2 cells, calcium flux agonist mode | 0.53% of 340,000 active | activation, % at 2 µM;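 active = activation over 3 SD above normal in the single-dose calcium agonist read, cut at about 30% in these data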; note: 0% is about no effect
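Agonism is scored from calcium flux in a force-coupled, inducible HEK293 cell line expressing D2, read kinetically for 180 s after compound addition against dopamine controls.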
Active calls of the source: *; ? = inconclusive; · = no result given; & = joins results of further samples; [ ] = dose if it differs, or a comment. Unless noted, calls come from the whole dose curve; as a rule, active = well fitted inhibition curve with a large enough effect; inconclusive = small, poorly fitted or top-dose-only effect; inactive = no such curve, though single readings can be large or run the other way. Hits appear at their usual frequency; any-hit rate near 3.9%.

SMILES	TrxR1 inh	D2 antagonist	TrxR1 substrate	USP1 inh	TRHR agonist	TRHR PAM	D2 agonist	IDH1 R132H inh	PI4K2A block
Cc1ccc(NC(=O)c2ccc(C(C)(C)C)cc2)cc1[N+](=O)[O-]	20%	6	3%	-21%	1.2	-1	0.7	3%	2
O=[N+]([O-])c1ccc(C=Nc2ccc(Cl)c([N+](=O)[O-])c2)s1	·	-3	·	·	1.6	-4	-0.2	·	·
COc1ccc(S(=O)(=O)N(C)C)cc1NC(=O)COC(=O)Cn1cnc2ccccc2c1=O	-8%	38*	2%	-19%	0.0	-1	0.5	11%	-3
Cc1cc(C)n2nc(Nc3ccccc3)cc2n1	14%	-12	5%	-16%	-0.7	5	-0.1	15%	-1
O=C(Nc1ccc(Br)cc1)C1CCN(c2cnccn2)CC1	16%&16%	10	14%&16%	-16%&-28%	-0.1&-1.2	0&-1	-0.3&-0.6	-11%&0%	5&7
COc1cc(NS(=O)(=O)c2ccc(NC(C)=O)cc2)cc(OC)c1	10%	12	6%	-13%	-0.2	0	1.4	-2%	-4
O=C(CN1C(=O)NC2(CCCCC2)C1=O)NCCCSc1ccccc1	16%	-14	-2%	-8%	0.2	-2	-0.2	-2%	-2
COc1ccccc1CNC(=O)COC(=O)COc1ccccc1Cc1ccccc1	5%	-8	0%	-23%	1.2	-11	0.4	3%	-2
CC(=O)NC(CC(=O)Oc1ccc(C)cc1Br)c1ccccc1 (stereo not given)	-14%	·	-9%	-2%	-0.5	8	·	5%	-2
CCCCNC(=O)CCn1c(=O)c2ccccc2n(Cc2cc(C)ccc2C)c1=O	17%&7%	-5	7%&-3%	-11%&4%	-0.9&0.1	2&0	-0.8&0.5	3%&-6%	-1&-6
COc1ccc(N2CCN(C(=O)C3CCN(S(=O)(=O)N4CCOCC4)CC3)CC2)cc1	-8%	1	-6%	-3%	0.0	7	-0.8	5%	-15
CCOc1ccc(S(=O)(=O)NN2Cc3ccccc3C2=N)cc1	39%[0.0914 µM]	10	-9%	10%	0.3	1	2.5	0%	-1
NC(=O)CC(NC(=O)Cc1ccc(Cl)cc1)c1ccc(NC2CCN(Cc3ccccc3)CC2)c([N+](=O)[O-])c1 (stereo not given)	28%[57.1 µM]	0	-2%[57.1 µM]	-13%	-1.2	4	0.8	8%	-1
Cc1ccc(NC(=O)c2ccc3c(c2)OCCO3)cc1	17%	-14	2%	-19%	0.0	-10	-0.6	11%	-2
CC(=O)Nc1ccc(S(=O)(=O)NCCC(=O)OCC(=O)NC(C)c2ccc(Cl)cc2)cc1 (stereo not given)	27%	·	-2%	-6%	·	·	·	-10%	-2
N#CC(c1ccccc1)c1cccc(Cl)n1 (stereo not given)	30%[57.1 µM]	19	10%[57.1 µM]	-20%	-0.5	-4	-0.5	10%	2
CN(Cc1ccccc1)C(=O)c1nc2ccccn2c1CN1CCCC1c1nccs1 (stereo not given)	-10%	4	-1%	-12%	-0.9	-23	0.8	-5%	1
CCOC(=O)C(C)n1cnc2c(nnn2-c2ccc(C)cc2)c1=O (stereo not given)	4%[57.1 µM]	-5	9%[57.1 µM]	-15%	0.1	-2	-0.9	3%	1
COc1ccc(/C=C/C(=O)NC2CCCCC2C)cc1 (stereo not given)	4%	3	-3%	-20%	-1.0	-4	1.5	0%	5
O=C(c1ccc2c(c1)OCO2)C1CCCN(Cc2cccn2-c2cccnc2)C1 (stereo not given)	9%[57.1 µM]	5	6%[57.1 µM]	?	-0.4	-3	1.8	19%	-6
O=C(NCc1ccccc1)c1cccnc1	31%	21	3%	1%	0.5	5	-2.2	-8%	-2
Cc1cc(=O)n2[nH]c(NC(=O)c3cccc(Cl)c3)nc2n1	11%	·	-7%	8%	0.7	17	-0.2	6%	-3
O=C(COC(=O)c1c[nH]c2ccccc12)Nc1ccc(F)cc1	15%	17	-2%	-15%	0.1	0	-0.1	-9%	-9
O=C(NCCN1CCOCC1)c1cccc(S(=O)(=O)N2CCCCCC2)c1	-3%	3	4%	-9%	-0.1	6	0.6	7%	1
CC(CNc1ccccc1O)C(=O)O (stereo not given)	-23%	-1	-3%	-13%	-0.1	-1	-0.1	17%	-7
CCNc1ccc(C(=O)OCC(=O)c2cc(C)n(Cc3ccc4c(c3)OCO4)c2C)cc1[N+](=O)[O-]	13%[57.1 µM]	-23	-9%[57.1 µM]	-14%	0.1	8	1.7	-1%	0
CCOCCCN(Cc1cc2cc(C)cc(C)c2[nH]c1=O)C(=O)N(CC)CC	15%	-6	17%	-14%	6.3	-4	1.2	5%	1
CC1CCC/C(=C\Nc2ccc(C(=O)O)cc2)C1=O (stereo not given)	-15%	7	-12%	-24%	0.3	0	0.5	12%	-13
CC(=O)N=c1cccc(NC(C)=O)n1O	11%	-26	11%	-8%	0.4	-5	0.1	5%	1
Cc1ccc(Cn2c(=O)c3cccnc3n(CC(=O)Nc3cc(Cl)ccc3C)c2=O)cc1	20%	·	8%	-21%	-0.3	-7	0.1	-15%	-3

One compound at a time, from the list above. Order of screens: TrxR1 inh	D2 antagonist	TrxR1 substrate	USP1 inh	TRHR agonist	TRHR PAM	D2 agonist	IDH1 R132H inh	PI4K2A block
O=[N+]([O-])c1ccc(C=Nc2ccc(Cl)c([N+](=O)[O-])c2)s1 is entered as ·	-3	·	·	1.6	-4	-0.2	·	·
CC(=O)N=c1cccc(NC(C)=O)n1O is entered as 11%	-26	11%	-8%	0.4	-5	0.1	5%	1
O=C(CN1C(=O)NC2(CCCCC2)C1=O)NCCCSc1ccccc1 is entered as 16%	-14	-2%	-8%	0.2	-2	-0.2	-2%	-2
Cc1cc(C)n2nc(Nc3ccccc3)cc2n1 is entered as 14%	-12	5%	-16%	-0.7	5	-0.1	15%	-1

The list goes on:
SMILES	TrxR1 inh	D2 antagonist	TrxR1 substrate	USP1 inh	TRHR agonist	TRHR PAM	D2 agonist	IDH1 R132H inh	PI4K2A block
Cc1ccc(CNC(=O)C2CC(c3cccc(F)c3)=NO2)cc1 (stereo not given)	4%[57.1 µM]	-18	1%[57.1 µM]	?	-0.1	0	-0.3	-9%	-3
C=CCN1C(=O)C2C(C(=O)NC3CCCCC3)C3C=CC2(O3)C1C(=O)NC1CCCC1 (stereo not given)	9%	-46	-1%	-21%	-0.3	-6	1.0	9%	-3
O=C(CN(Cc1ccco1)C(=O)Cn1nnc(-c2cccs2)n1)NCc1ccccc1	-3%	-18	7%[57.1 µM]	-21%	0.0	-5	-0.6	7%	3
Cc1cc(S(=O)(=O)N2CCCC(N(C)CCc3ccccn3)C2)c(C)cc1Cl (stereo not given)	32%	25	36%[activator]	-22%	-0.8	-2	-0.7	6%	-5
COc1cccc(C(=O)N2CCC(C(=O)Nc3cccc(Cl)c3)CC2)c1	12%	·	2%	-18%	-0.5	3	-1.8	8%	-1
O=C(c1cc(-c2cccc(O)c2)on1)N1CCCCCC1	3%	4	-1%	-24%	-0.3	8	-0.3	3%	-2
COc1cc2c(cc1NC(=O)C(C)Sc1nc3ccccc3n1C)oc1ccccc12 (stereo not given)	8%	-10	-1%	5%	-0.8	-1	-1.0	9%	2
Cc1onc(-c2ccccc2)c1C(=O)N(CC(C)C)c1c(N)n(CC(C)C)c(=O)[nH]c1=O	21%	·	0%	-11%	0.6	2	·	15%	4
COC(=O)Cc1[nH]nc2c1C(c1cc(OC)c(OC)c(OC)c1)C(C#N)=C(N)O2 (stereo not given)	7%[57.1 µM]	-3	3%[57.1 µM]	-7%	0.7	4	0.4	3%	-1
COc1cccc(CN2C(=O)CCC2(C)C(=O)NC2CCCC2)c1 (stereo not given)	-13%	-2	-4%	-1%	0.1	-2	0.1	7%	6
COc1ccc(CN(C)S(=O)(=O)c2ccc3c(c2)OCCO3)cc1	-6%	-7	-8%	-20%	0.0	-3	-0.5	11%	5
Cc1ccc(-n2c(N)cc(=O)nc2SCC(=O)N2CCN(c3ccccc3)CC2)cc1C	11%	-5	-1%	-6%	0.5	3	3.5	3%	4
C/C(=N\NC(=O)COc1c(C)cccc1C)c1cccs1	15%[57.1 µM]	10	6%[57.1 µM]	-20%	0.0	-3	1.2	-2%	15
CC1Cc2cc(S(=O)(=O)NCc3ccc(N(C)C)cc3)ccc2N1C(=O)C1CCC1 (stereo not given)	20%	·	-7%	?	-0.5	45*	-1.1	5%	-4
CCCCCCNC(=O)c1cn(CC)c2cc(N3CCN(C)CC3)c(F)cc2c1=O	31%	8	14%	-9%	-0.6	1	-0.8	-6%	2
COc1cc(C(=O)Nc2ccc(C)c(S(=O)(=O)N(C)C)c2)ccc1OCC(=O)N1CCOCC1	5%	1	2%	?	0.0	13	-1.6	-2%	-10
CCOC(=O)CCC(=O)NCc1ccc2c(c1)cc(C)n2C	4%	-8	1%	-21%	0.0	8	0.4	9%	0
Cc1ccc(S(=O)(=O)c2nnn3c2nc(NCc2ccccc2Cl)c2sccc23)cc1	24%	·	9%	11%	1.2	-8	0.3	-5%	0
CCOC(=O)C1CCN(C(=O)C(CCSC)NC(=O)c2ccccc2OC)CC1 (stereo not given)	17%	23	0%	-19%	-0.7	-8	-0.8	-19%	3
CC(C)CS(=O)(=O)c1oc(-c2ccc(F)cc2)nc1S(=O)(=O)c1ccccc1	0.32µM*	·	4%	-26%	1.3	-2	5.2	0%	57
COc1ccc(O)c(C(=O)c2cnn(-c3ccc(Cl)cc3)c2)c1	29%[57.1 µM]	3	9%[57.1 µM]	-27%	1.0	-4	-0.7	-1%	1
O=C(NCCc1ccccn1)c1cc2ccccc2o1	-4%	-18	-5%	2%	-1.0	-6	-1.8	-3%	4

Source: PubChem BioAssay (National Center for Advancing Translational Sciences (NCATS))
